D2 antagonist – D2 dopamine receptor (human) antagonism; 340,000 tested, 2% active; HEK293 TREx D2 cells, calcium flux, dopamine EC80; inhibition, % at 10 µM; in the data active = inhibition above about 30%; also: 0% is about no effect
Target sequence (P14416 whole entry, looked up): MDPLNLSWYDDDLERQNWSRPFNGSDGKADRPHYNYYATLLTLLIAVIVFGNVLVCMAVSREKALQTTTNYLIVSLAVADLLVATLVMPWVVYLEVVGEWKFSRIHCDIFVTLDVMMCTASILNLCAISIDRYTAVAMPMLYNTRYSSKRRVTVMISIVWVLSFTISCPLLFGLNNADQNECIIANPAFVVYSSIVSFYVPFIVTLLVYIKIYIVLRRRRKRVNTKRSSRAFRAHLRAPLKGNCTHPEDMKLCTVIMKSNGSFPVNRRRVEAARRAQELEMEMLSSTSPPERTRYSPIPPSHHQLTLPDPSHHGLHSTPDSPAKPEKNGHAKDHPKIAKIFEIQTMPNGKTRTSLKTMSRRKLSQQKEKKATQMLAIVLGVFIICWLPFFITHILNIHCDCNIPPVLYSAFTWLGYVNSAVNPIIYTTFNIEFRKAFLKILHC
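Inhibition of EC80 dopamine-driven calcium flux, recorded kinetically, defines activity here; cells are a tetracycline-induced HEK293 T-REx line expressing force-coupled D2.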
ALOX12 inh – ALOX12 (human) lipoxygenase inhibition; Potency, µM (titrated, usually from 108 µM), for the others: at the top dose activity change, negative = inhibition, hits mostly inhibitors; 580,000 tested, 1.1% active; purified 12hLO, xylenol orange hydroperoxide absorbance; AID 1671190; also: potency is read from the fitted curve at half-maximal effect; % is scaled to controls: 0 for no effect and ±100 for the full control effect
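Purified human 12hLO at 150 nM in 25 mM Hepes, 0.01% Triton X-100, pH 7.0, preincubated 15 min at room temperature with compound. Reaction started with 40 uM arachidonic acid, 30 min at room temperature. Hydroperoxide measured by Fe-xylenol orange, 573/405 nm absorbance ratio.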
ERG Ets-DNA blk – inhibitors of human ERG Ets domain-DNA interaction | fluorescence polarization, His-ERG Ets domain / labelled DNA | AID 624246 | 370,000 tested, 0.028% active | Potency, µM (titrated, usually from 76.9 µM), inactives show at the highest dose FP activity, negative = inhibition, actives largely listed as inhibitors | P11308; active = well fitted inhibition curve with a large enough effect in the polarisation, with a control signal flat; inconclusive = small, poorly fitted or top-dose-only effect, or effect the other way, or a change in a side signal; inactive = no such curve, though single readings can be large or run the other way; the % refers to the polarisation;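 also: polarization taken with two DNA probes labelled with fluorescein and Texas red; potency is read from the fitted curve at half-maximal effect; % of control where 0% means no effect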
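His-tagged ERG Ets domain (1 uM in the protein solution; 300mM KCl, 50mM Tris-HCl, 1mM EDTA, 1mM DTT, pH 7.5) received compound, then a probe mix of 5 nM fluorescein-DNA and 100nM Texas-615-DNA. Fluorescence polarization was read for both dyes.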
Vif-APOBEC3G blk – Vif-A3G binding inhibition; 410,000 tested, 0.076% active; HeLa A3G-eYFP + Vif (tagged APOBEC3G with the HIV-1 protein that degrades it), YFP fluorescence, overnight; Potency, µM (highest dose often 46.1 µM), without a hit: at the top dose activity, negative = active, hits mostly inhibitors;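 also: potency is read from the fitted curve at half-maximal effect; % is scaled to controls: 0 for no effect and ±100 for the full control effect; nearly all actives have a fitted effect of over 60% in size; hits raise eYFP signal because A3G escapes Vif-driven loss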
Target sequence (Q9HC16 whole entry, looked up): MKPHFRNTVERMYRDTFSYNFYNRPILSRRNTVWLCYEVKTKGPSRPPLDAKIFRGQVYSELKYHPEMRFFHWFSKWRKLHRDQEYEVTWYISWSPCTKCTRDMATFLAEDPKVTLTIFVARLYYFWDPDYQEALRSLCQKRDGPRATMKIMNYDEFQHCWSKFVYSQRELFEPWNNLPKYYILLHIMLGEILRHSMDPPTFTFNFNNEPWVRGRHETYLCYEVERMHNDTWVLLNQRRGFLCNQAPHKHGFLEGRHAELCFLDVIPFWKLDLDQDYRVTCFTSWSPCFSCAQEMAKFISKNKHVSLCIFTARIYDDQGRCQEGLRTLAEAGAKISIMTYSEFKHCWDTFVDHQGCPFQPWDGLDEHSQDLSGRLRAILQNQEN
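HeLa cells stably expressing Vif and C-terminally eYFP-tagged A3G, seeded overnight at 37 deg C, then exposed to compound by pintool overnight at 37 deg C. Rise in yellow fluorescence (Ex 488/Em 500-530, Acumen) marks blocked Vif-driven A3G degradation.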
D2 ag – agonists of human D2 dopamine receptor. AID 485358. 340,000 tested, 0.53% active. P14416. HEK293 T-REx D2 cells, calcium flux agonist mode. activation, % at 2 µM;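 active = activation over 3 SD above normal in the single-dose calcium agonist read, cut at about 30% in these data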; also: 0% is about no effect
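HEK293 Trex D2 cells, tetracycline-induced, o/n 30 C 5% CO2; no-wash Ca dye, RT 30–90 min; 10-cycle baseline, 23 nl cpd added, kinetic Ca read 180 s; agonist hits = positive Ca response.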
Vif-A3F inh – blocks the Vif interaction with APOBEC3F; HeLa A3F-eYFP + Vif (tagged APOBEC3F with the HIV-1 protein that degrades it), YFP fluorescence increase; Potency, µM (titrated, usually from 46.1 µM), inactives show at the top dose activity, negative = active; 390,000 tested, 0.2% active; AID 602313; also: potency is read from the fitted curve at half-maximal effect; % of control where 0% means no effect; nearly all actives have a fitted effect of over 65% in size
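HeLa cells stably expressing A3F-eYFP plus Vif, plated and incubated overnight at 37 deg C, then exposed to compounds overnight at 37 deg C. Blocked degradation read as raised yellow fluorescence (Ex 488/Em 500-530).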
LDHA inh – blocks human lactate dehydrogenase A; AID 1347041; P00338; purified LDHA, NADH/diaphorase-resazurin fluorescence; hits give low values; 480,000 tested, 0.15% active; activity change, % (values are at about 110 or 230 µM); in the data active = activity change below about -30%; inconclusive = mostly about -25% to -30%;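 also: plate controls were DMSO wells for no effect and wells without enzyme for full effect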
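Remaining NADH was detected by diaphorase (0.133 mg/mL) converting 37 µM resazurin to fluorescent resorufin, read at 0 and 20 minutes. The preceding 5-minute room-temperature reaction used 2 nM LDHA, 0.2 mM sodium pyruvate and 0.06 mM NADH at pH 7.4.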
GRP78 ERSR act – inducers of ER stress response in human glioma cells. U87-MG GRP78 promoter luciferase reporter, 16 h. Potency, µM, for inactives: at the top dose activation, most hits filed as activators. 420,000 tested, 0.02% active. AID 602332; also: potency is read from the fitted curve at half-maximal effect; series mostly up to about 76 µM; % of control where 0% means no effect; nearly all actives have a fitted effect of over 35% in size
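Stably transfected U87-MG glioma cells carrying a GRP78-based luciferase sensor; 16 h compound incubation. Luminescence end-point read 10 min after Bright-Glo addition at room temperature.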
RGS4 inhibitor – human RGS4 inhibition | Transcreener GDP fluorescence polarization, RGS4-accelerated GTP hydrolysis | P49798 | 390,000 tested, 0.039% active | Potency, µM (highest dose often 114 µM), for inactives: at the highest dose activity change, negative = inhibition, actives largely listed as inhibitors | AID 504845; also: potency is read from the fitted curve at half-maximal effect; % is scaled to controls: 0 for no effect and ±100 for the full control effect; nearly all actives have a fitted effect of over 75% in size; some results filed as inactive show a strong effect at the top dose
Target sequence (P49798 whole entry, looked up): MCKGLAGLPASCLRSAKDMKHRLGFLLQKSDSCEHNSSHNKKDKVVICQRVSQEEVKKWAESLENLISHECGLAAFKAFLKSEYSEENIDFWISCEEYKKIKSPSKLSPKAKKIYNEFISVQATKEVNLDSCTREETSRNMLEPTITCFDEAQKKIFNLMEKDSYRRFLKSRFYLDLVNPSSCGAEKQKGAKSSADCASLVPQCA
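MLSMR compounds (23 nl, pin-transferred) preincubated 10 min at room temperature with a 500nM (2x) first reagent, then RGS4 at 900nM (2x) plus Transcreener GDP mix added; fluorescence polarization (620/688 nm) read before and after 90 min at 30 °C.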
Numbers without * were called inactive; ? = inconclusive; . = no result given; & = joins results of further samples; ! = a repeat was not active; [ ] = remark or other dose. Unless noted, calls follow the shape of the dose curve; as a rule, active = well fitted curve in the direction sought with a large enough effect; inconclusive = small, poorly fitted or top-dose-only effect, or another doubt; inactive = no such curve, though single readings can be large; an effect the other way counts as inactive or inconclusive.

[1] CC1CCCC(C)N1C(=O)c1cccc2c1-c1ccccc1/C2=N/O (configuration not stated)
[2] COc1ccc2[nH]c(=O)c(CN(C(=O)C3CCCO3)c3ccc(C)c(C)c3)cc2c1 (configuration not stated)
[3] CC(C)n1c(-c2ccc(N(C)C)cc2)nc2ccccc21
[4] NS(=O)(=O)c1ccc(NC(=O)CSc2n[nH]c(=O)n2Cc2ccccc2)cc1
[5] O=C(COc1cccc(C(F)(F)F)c1)Nc1ccccc1N1CCCCC1
[6] CCCCn1c(=N)n(CC(O)COc2ccccc2)c2ccccc21 (configuration not stated)
[7] CN1C(=O)[C@H]2[C@@H](/C=C/c3ccccc3)N3C(=O)CN(CCO)C(=O)[C@@]3(Cc3ccccc3)[C@H]2C1=O
[8] COc1cc(-c2n[nH]c(=S)n2C(C)c2ccccc2)cc(OC)c1OC (configuration not stated)

Screen / compound no.,1,2,3,4,5,6,7,8
D2 antagonist,9,.,-1,18,.,.,7,2
ALOX12 inh,12%,-22%,-4%,-11%,-10%,0%,30%,?
ERG Ets-DNA blk,-1%,-8%,5%,0%,12%,1%,2%,4%
Vif-APOBEC3G blk,3%,0%,-1%&-7%,8%,1%,0%,1%,5%
D2 ag,0.1,.,0.8,1.4,.,.,1.9,-0.2
Vif-A3F inh,2%,4%,-1%,12%,-3%,-1%,2%,-13%
LDHA inh,-3,-10,-3&-2,-1,-9,-6,-2,-5
GRP78 ERSR act,-9%,1%,-9%&-5%,-4%,-4%,-6%,-3%,-1%
RGS4 inhibitor,-4%[11.4 µM],14%,-8%&-1%,-5%,-1%,-16%,-9%,-30%

[9] CC1(C(=O)NS(=O)(=O)c2ccc(Br)cc2)CCN1C(=O)C1(c2ccccc2)CC1 (configuration not stated)
[10] O=C(c1[nH]c(C(F)(F)F)nc1-c1ccccc1)N1CCOCC1
[11] CCc1cc(-c2onc(C)c2-c2cscn2)c(O)cc1OC
[12] O=C(CN1CCCC1)NC12CC3CC(CC(C3)C1)C2
[13] CC1(C)CC(=O)C=C(CN2C(=O)c3ccccc3C2=O)C1=O
[14] CCC(=O)NCc1nc2ccccc2n1Cc1ccccc1
[15] O=C(O)c1ccc2c3n(nc2c1)-c1ccc(Cl)cc1CO3
[16] Cc1ccc(Nc2nc(N)nc(CSC(=S)N3CCN(c4ccccc4)CC3)n2)cc1

Screen / compound no.,9,10,11,12,13,14,15,16
D2 antagonist,.,.,.,-2,1,.,-1,.
ALOX12 inh,-30%,-18%,?,-12%,-6%,0%,-13%,?
ERG Ets-DNA blk,.,.,13%,-16%,-12%,2%,-3%,-2%
Vif-APOBEC3G blk,-1%,3%,-1%,1%,1%,1%,-4%,0%
D2 ag,.,.,.,0.4,-1.1,.,0.3,.
Vif-A3F inh,.,.,3%,-14%,-3%,-5%,7%,2%
LDHA inh,-1,-6,3,-7,-1,0,5,-3
GRP78 ERSR act,-1%,-3%,-5%,-4%,-2%,0%,-9%,-3%
RGS4 inhibitor,.,.,-36%,-2%,-2%,-8%,13%,24%

[17] CCOP(=O)(OCC)C(Nc1ccccc1)c1cc(OC)ccc1OC (configuration not stated)
[18] O=C1CC(=O)Nc2cc(S(=O)(=O)N3CCOc4ccccc43)ccc2N1
[19] CN(C)C(=O)CCc1ccc2c3c([nH]c2c1)[C@]1(C)[C@@H](C(=O)N2CCCCC2)C[C@H](CC(=O)NCCc2ccccn2)C(=O)N1CC3
[20] CN1CCNC(=O)C1CC(=O)NCC1(c2ccccc2)CCCCC1 (configuration not stated)
[21] Cc1cn(S(=O)(=O)c2ccc(Br)cc2)cn1
[22] O=C(Nc1ccc(S(=O)(=O)N2CCCC2)cc1)c1ccc([N+](=O)[O-])o1
[23] CCOC(=O)C1CCN(C2CCN(C(=O)c3oc4c(F)cccc4c3C)CC2)CC1
[24] Cc1cccc(N(C)S(=O)(=O)c2ccc3c(c2)NC(=O)CC(=O)N3)c1

Screen / compound no.,17,18,19,20,21,22,23,24
D2 antagonist,14,10,.,13,-1,.,4,10
ALOX12 inh,-4%,1%&-16%,10%,-8%,-20%,.,15%,-1%&-2%
ERG Ets-DNA blk,-1%,-11%&0%,3%,17%,-3%,-7%,18%,5%&7%
Vif-APOBEC3G blk,-12%,1%&0%,1%,0%,-1%,-19%,-8%,0%&2%
D2 ag,-0.3,-0.5&-0.2,.,0.6,0.1,.,0.4,0.6&0.2
Vif-A3F inh,-3%,1%&5%,1%,-9%,1%,?,-9%,-2%&5%
LDHA inh,-5,-13&-11,-2,-3,-3,-2,-2,-3&-2
GRP78 ERSR act,-6%,-4%&-3%,-1%,-3%,-3%,-14%,-5%,-3%&-4%
RGS4 inhibitor,27%,10%&5%,1%,43%,-5%[56.9 µM],-12%,12%,-19%[56.9 µM]

[25] O=C(COc1ccccc1)Nc1nnc(S(=O)(=O)N2CCCCCC2)s1
[26] Cc1ccc2c(=O)cc(C(=O)Nc3c(C(=O)c4ccccc4)oc4ccccc34)oc2c1
[27] Cc1cc(=O)oc2cc(OCC(=O)NCc3ccncc3)ccc12
[28] Cc1ccccc1NC(=O)c1ccc(S(=O)(=O)C(F)F)cc1
[29] CCOc1ccc(OCCC(=O)OCC(=O)N2CCN(c3ccc(OC)cc3)CC2)cc1
[30] CCOC(=O)c1c(C)[nH]c(C)c1S(=O)(=O)N1CCCC(C(=O)N2CCN(c3ccccc3)CC2)C1 (configuration not stated)
[31] [O-]/C(=C(\C(=S)Nc1ccc(Cl)cc1)[n+]1ccccc1)c1ccc(OC(F)F)cc1
[32] CCN(CC)S(=O)(=O)c1ccc(O)c(C(=O)OCC(=O)N2c3ccccc3CC2C)c1 (configuration not stated)

Screen / compound no.,25,26,27,28,29,30,31,32
D2 antagonist,-10,.,4,-1,-6,.,4,2
ALOX12 inh,4%&-18%,-2%,6%,27%,-14%,-20%,?,3%
ERG Ets-DNA blk,6%&-4%,3%,-1%,-8%,5%,-4%,-18%,8%
Vif-APOBEC3G blk,0%&1%,5%,-1%,-5%,0%,-1%,-3%,3%
D2 ag,50*!,1.1,0.8,-0.5,-0.7,0.8,1.2,0.3
Vif-A3F inh,-6%&-5%,2%,7%,3%,10%,1%,-2%,-7%
LDHA inh,-8&-9,0,-11,-2,1,3,0,0
GRP78 ERSR act,-1%&-4%,-1%,-3%,2%,-4%,3%,-1%,3%
RGS4 inhibitor,-3%&30%,-12%,3%,-7%,-18%,0%,-45%,1%

Some of these compounds in order of heavy-atom count, falling.
[26] Cc1ccc2c(=O)cc(C(=O)Nc3c(C(=O)c4ccccc4)oc4ccccc34)oc2c1
[22] O=C(Nc1ccc(S(=O)(=O)N2CCCC2)cc1)c1ccc([N+](=O)[O-])o1
[10] O=C(c1[nH]c(C(F)(F)F)nc1-c1ccccc1)N1CCOCC1

Screen / compound no.,26,22,10
D2 antagonist,.,.,.
ALOX12 inh,-2%,.,-18%
ERG Ets-DNA blk,3%,-7%,.
Vif-APOBEC3G blk,5%,-19%,3%
D2 ag,1.1,.,.
Vif-A3F inh,2%,?,.
LDHA inh,0,-2,-6
GRP78 ERSR act,-1%,-14%,-3%
RGS4 inhibitor,-12%,-12%,.

The results go on:
[33] O=C1N(CCCl)c2ccc(Br)cc2C12OCCO2
[34] N#Cc1c(SC(C(=O)O)c2ccccc2)nc2c(c1-c1cccs1)CCCC2 (configuration not stated)
[35] CC(C)CCN(C(=O)Cc1ccc(Cl)c(Cl)c1)c1c(N)n(Cc2ccccc2)c(=O)[nH]c1=O
[36] O=C(NS(=O)(=O)c1ccccc1[N+](=O)[O-])c1ccccc1
[37] CCCN(C(=O)COC(=O)COc1c(C)cccc1C)c1c(N)n(Cc2ccccc2)c(=O)[nH]c1=O
[38] Cc1c(CC(=O)NCC(=O)N[C@H](Cc2ccccc2)C(=O)O)c(=O)oc2cc(O)ccc12
[39] Cc1ccc(-c2nnc(SCC(=O)Nc3ccccc3F)o2)cc1

Screen / compound no.,33,34,35,36,37,38,39
D2 antagonist,-7,11,3,0,3,-5,-2
ALOX12 inh,253%[activator],?,-9%,11µM*,3%,0%,48%[activator][57.4 µM]
ERG Ets-DNA blk,3%,-2%,3%,11%,-2%,-2%,10%
Vif-APOBEC3G blk,0%,-10%,-4%,2%,3%,0%,0%
D2 ag,-0.2,-1.4,11,-0.8,0.0,-0.7,-1.5
Vif-A3F inh,8%,5%,0%,1%,-10%,-2%,2%
LDHA inh,-6,-9,-6,-2,-9,6,-1
GRP78 ERSR act,-6%,-3%,-2%,-1%,-3%,-3%,-11%
RGS4 inhibitor,-36%,10%,9%,1%,24%,-21%,-17%

Some of these compounds in order of their number in RGS4 inhibitor, rising.
entry | molecule | D2 antagonist | ALOX12 inh | ERG Ets-DNA blk | Vif-A3F inh | LDHA inh | GRP78 ERSR act | RGS4 inhibitor
33 | O=C1N(CCCl)c2ccc(Br)cc2C12OCCO2 | -7 | 253%[activator] | 3% | 8% | -6 | -6% | -36%
38 | Cc1c(CC(=O)NCC(=O)N[C@H](Cc2ccccc2)C(=O)O)c(=O)oc2cc(O)ccc12 | -5 | 0% | -2% | -2% | 6 | -3% | -21%
35 | CC(C)CCN(C(=O)Cc1ccc(Cl)c(Cl)c1)c1c(N)n(Cc2ccccc2)c(=O)[nH]c1=O | 3 | -9% | 3% | 0% | -6 | -2% | 9%

Compound activity: PubChem, National Center for Advancing Translational Sciences (NCATS)

Some of the compounds tested (hit frequency here may not be typical).
